Rv3671c protease: inhibits the M. tuberculosis serine protease Rv3671c; P9WHR9; inhibition, % at 5.96 µM; 320,000 compounds, 0.048% hits; in the data active means inhibition above about 38%;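 further: extracellular domain of Rv3671c used as enzyme; 0% = enzyme with DMSO and 100% = no enzyme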
UGM FP inh: blocks M. tuberculosis UGM enzyme | P9WIQ1 | purified UGM, fluorescence polarization probe displacement | inhibition, % at 10 µM | 320,000 compounds, 0.06% hits; in the data active means inhibition above about 10%, passing the limit was not always enough; inconclusive means no clear call, values can overlap the other calls
Target sequence (P9WIQ1 whole entry, looked up): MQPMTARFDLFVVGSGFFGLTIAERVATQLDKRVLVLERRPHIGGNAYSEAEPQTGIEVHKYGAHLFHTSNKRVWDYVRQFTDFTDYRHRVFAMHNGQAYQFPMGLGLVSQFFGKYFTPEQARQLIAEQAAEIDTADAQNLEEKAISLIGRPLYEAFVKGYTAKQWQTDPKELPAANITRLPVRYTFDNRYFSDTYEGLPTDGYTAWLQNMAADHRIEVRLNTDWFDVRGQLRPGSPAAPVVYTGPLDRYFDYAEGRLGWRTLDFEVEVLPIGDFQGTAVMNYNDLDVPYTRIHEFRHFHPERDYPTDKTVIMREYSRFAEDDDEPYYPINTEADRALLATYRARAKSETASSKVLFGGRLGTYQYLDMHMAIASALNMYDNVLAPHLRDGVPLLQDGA
FadD28 FP inh: inhibitors of Mycobacterium tuberculosis FadD28 bisubstrate binding. FadD28 bisubstrate probe binding, fluorescence polarization. inhibition, % at 12.5 µM. 360,000 compounds, 0.22% hits. AID 588549; in the data active means inhibition above about 8.5%, passing the limit was not always enough; inconclusive means no clear call, values can overlap the other calls
Mtb BioA inh: blocks M. tuberculosis BioA enzyme activity | 360,000 compounds, 0.096% hits | AID 602481 | inhibition, % at 9.99 µM | purified M. tuberculosis BioA enzyme, plate reader; in the data active means inhibition above about 40%; inconclusive means no clear call, values can overlap the other calls
GDH-TPI counter: GDH-TPI coupled enzyme inhibition counter-screen; inhibition, % at 4.8 µM; GDH-TPI coupled enzyme counterscreen, NADH absorbance; AID 588335; 360,000 compounds, 1.2% hits; in the data active means inhibition above about 30%;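 further: 0% = DMSO wells and 100% = wells lacking the enzyme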
MazEF act: increases E. coli MazEF RNase cleavage of RNA. AID 504720. 350,000 compounds, 0.32% hits. FAM/BHQ RNA-DNA oligo cleavage fluorescence, 5 h. activation, % at 20 µM; in the data active means activation above about 50%
Target sequence (P0AE70 whole entry, looked up): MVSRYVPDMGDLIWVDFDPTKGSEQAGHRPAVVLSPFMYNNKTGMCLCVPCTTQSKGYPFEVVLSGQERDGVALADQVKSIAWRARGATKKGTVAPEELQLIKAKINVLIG
BoNT-F LC inh: blocks Botulinum neurotoxin F light chain protease; Multiplex microsphere protease cleavage assay, flow cytometry; inhibition, % at 10 µM; 360,000 compounds, 0.22% hits; in the data active means inhibition above about 35%, passing the limit was not always enough; inconclusive means no clear call, values can overlap the other calls; further: plate controls were buffer without enzyme for full effect and enzyme alone for no effect
FBA Mtb inh: Mtb fructose-bisphosphate aldolase inhibition; P9WQA3; purified M. tuberculosis FBA, fluorescence read-out; inhibition, % at 1 µM; 360,000 compounds, 2.3% hits; AID 588726; in the data active means inhibition above about 27%;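 further: 0% = vehicle and 100% = reference inhibitor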
Target sequence (P9WQA3 whole entry, looked up): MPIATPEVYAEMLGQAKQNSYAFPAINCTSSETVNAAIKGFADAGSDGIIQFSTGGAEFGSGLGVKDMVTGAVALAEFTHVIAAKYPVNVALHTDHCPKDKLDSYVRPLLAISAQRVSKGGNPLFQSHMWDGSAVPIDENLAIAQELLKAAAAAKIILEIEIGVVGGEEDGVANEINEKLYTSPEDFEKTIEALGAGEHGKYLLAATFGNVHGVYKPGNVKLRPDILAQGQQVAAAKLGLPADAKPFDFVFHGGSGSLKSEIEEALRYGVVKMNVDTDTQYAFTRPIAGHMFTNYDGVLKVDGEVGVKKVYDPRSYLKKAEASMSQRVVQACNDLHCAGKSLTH
PrPC surface inh: reduces human prion protein on the cell surface | P04156 | cell surface PrPC, TR-FRET read-out | inhibition, % at 13.8 µM | 370,000 compounds, 0.43% hits; in the data active means inhibition above about 24%; further: 0% = median of the test wells and 100% = reference compound wells
* marks the source's active call; other numbers are inactive results; ? = inconclusive; / = not tested or not shown; + = active, no number.

SMILES | Rv3671c protease | UGM FP inh | FadD28 FP inh | Mtb BioA inh | GDH-TPI counter | MazEF act | BoNT-F LC inh | FBA Mtb inh | PrPC surface inh
O=C(O)c1ccc(NS(=O)(=O)c2ccc(Cl)c(C(=O)Nc3ccccc3[N+](=O)[O-])c2)cc1 | 8.5 | 0.0 | -1.9 | -0.5 | 10.0 | 9.9 | / | 0.1 | -5.6
S=C(NCc1ccccc1)Nc1cccc(Cl)c1 | -5.6 | -0.5 | -4.1 | / | 0.4 | -125.9 | -10.2 | -1.7 | -1.6
O=C(CSc1nc(=O)n(CCCN2CCOCC2)c2c1CCCC2)Nc1ccc(F)c(F)c1 | -2.8 | -0.8 | 1.4 | 14.2 | 7.0 | 8.5 | -2.3 | -2.2 | 0.5
O=C(c1cncc(Br)c1)N1CCN(c2ccc([N+](=O)[O-])cc2)CC1 | -6.9 | 2.8 | -0.2 | / | 13.5 | 0.2 | -1.8 | -9.1 | -28.4
COCC1CCCCN1C(=O)c1cc(COc2ccc3ncccc3c2)on1 (stereo unspecified) | 3.4 | 0.6 | -1.2 | 0.7 | 1.7 | 2.4 | 7.1 | 3.8 | 15.3
COc1ccccc1-n1cc([C@@H]2C[C@H]3CN(c4ccccc4)C(=O)[C@]34CCCN24)cn1 | -66.8 | -2.5 | -0.7 | / | -2.5 | -59.5 | ? | 1.4 | -7.3
Cc1ccc(C(=O)COC(=O)COc2ccccc2[N+](=O)[O-])s1 | -5.7 | -3.1 | -1.7 | 0.2 | 6.9 | -6.2 | -6.7 | 1.6 | 4.2
Cc1cc(C(=O)NNC(=O)c2ccc(C(F)(F)F)cc2)no1 | -5.2 | -0.6 | -2.6 | / | 12.1 | -2.0 | 4.7 | 0.0 | -2.8
O=C(CNC(=O)c1ccco1)OCC(=O)c1ccccc1Cl | -9.7 | 1.4 | 0.8 | -0.7 | 0.6 | -3.6 | -5.0 | -3.7 | 5.0
COc1ccc(C2CC(c3ccccc3)=NN2c2ccc(C(N)=O)cc2)cc1 (stereo unspecified) | 8.1 | 0.4 | -3.3 | -1.8 | 15.4 | -9.1 | ? | + | 6.8
Cc1onc(-c2c(F)cccc2Cl)c1C(=O)N1CCSCC1 | 3.6 | 0.4 | -2.2 | 2.0 | -8.1 | -0.4 | 7.7 | 1.2 | -5.8
C=CCC[C@@H](Cc1ccc(F)cc1)C(=O)OC[C@H](Cc1c[nH]c2ccccc12)NC(=O)[C@@H](CC=C)CC(=O)N[C@@H](CO)Cc1ccccc1 | -1.3 | 3.8 | -5.5 | -0.6 | -0.8 | 1.8 | -5.0 | -3.8 | -1.4
O=[N+]([O-])c1cccc(NP(=O)(Oc2ccccc2)Oc2ccccc2)c1 | -3.1 | 0.3 | -5.4 | 3.4 | 5.2 | -3.6 | 12.1 | -4.8 | -3.6
COc1ccc(NC(=O)COc2cccc(-n3cnnn3)c2)cc1Cl | -3.4 | -1.6 | -0.2 | -0.5 | 11.7 | -18.8 | / | 5.5 | -2.2
COc1ccc(OC(C)C(=O)NCCC2=CCCCC2)cc1 (stereo unspecified) | 11.8 | -0.1 | -0.6 | 6.7 | -0.9 | -8.7 | -5.6 | 1.5 | 6.5
Cc1sc(NC(=O)CSC2=NCCS2)nc1-c1ccccc1 | -13.2 | -0.1 | -2.8 | -0.5 | 1.5 | -8.9 | -10.2 | 1.6 | -1.1
Cc1cc([N+](=O)[O-])ccc1NC(=O)CSc1nncn1-c1ccccn1 | -3.2 | -1.3 | -2.0 | -1.4 | 8.4 | 9.2 | -6.6 | 2.1 | 0.2
Cc1ccc(O)c(CNc2ccccn2)c1 | 2.5 | 0.5 | 0.1 | -0.4 | 2.6 | 8.3 | -1.4 | -0.8 | -5.0
Oc1ccccc1Nc1nc(NCC2CCCO2)c2ccccc2n1 (stereo unspecified) | 8.2 | 4.1 | -7.6 | / | 0.9 | 12.6 | -11.3 | 1.6 | -2.7
Cc1cccc(NC(=S)NC(=O)/C=C/c2ccccc2)n1 | -16.1 | 0.8 | -1.3 | -0.5 | 2.9 | -11.8 | -2.9 | -3.5 | -1.6
Cc1ccc(CSCC(=O)Nc2ccccc2C(=O)O)cc1 | 2.5 | 2.0 | 0.3 | 0.2 | -10.4 | 5.2 | -17.8 | 1.8 | 6.8
O=S(=O)(NC1CCCC1)c1ccccc1Cl | -4.7 | -1.2 | -1.1 | -3.8 | -2.9 | -8.1 | 2.6 | 0.4 | -6.5
CCN(CCn1cccn1)C(=O)CCc1nnc(CCc2ccccc2OC)o1 | -4.6 | -1.4 | 0.1 | -1.2 | 8.2 | 4.2 | 0.3 | -4.6 | 2.5
O=C(Nc1ccccc1O)C(c1ccccc1)c1ccccc1 | -6.0 | -2.5 | -7.2 | 3.9 | -8.6 | 7.4 | -19.0 | -0.8 | -2.7
O=C(Nc1cc([N+](=O)[O-])ccc1Cl)c1ccc2c(c1)OCO2 | 3.0 | -1.3 | -0.9 | / | 6.8 | -4.1 | -0.6 | -1.5 | -4.0
COc1ccc2nc(NC(=O)CSC(C)C(=O)Nc3cc(C)on3)sc2c1 (stereo unspecified) | 1.2 | -3.2 | -0.2 | -1.1 | -10.8 | 6.2 | ? | 1.1 | -7.8
CCn1c(C(=O)N2CCC(C(=O)N3CCC4(CC3)OCCO4)CC2)cc2sccc21 | -2.7 | 2.9 | -2.0 | -0.5 | 6.4 | 0.2 | -8.0 | 1.5 | -0.3
CC(C)(C)C(=O)N1CCN(c2nc3ccc(Br)cc3s2)CC1 | 8.4 | 0.5 | -1.9 | -1.7 | -6.3 | -1.6 | 8.5 | -0.9 | -1.5
O=C(Nc1cccc(NC(=O)c2ccco2)c1)c1ccccc1 | -17.6 | -0.3 | -4.8 | 7.5 | -8.4 | 14.2 | 14.0 | -0.4 | 5.7
C[C@]12C(=O)N(c3ccccc3)C(=O)N1[C@H]1c3ccccc3OC[C@@H]1[C@H]2c1ccccc1 | -2.2 | 0.6 | -4.1 | -2.6 | -2.7 | -1.4 | -0.4 | 1.4 | 8.1
COc1ccc(/C=N/N2C(C)CCCC2C)cc1OC (stereo unspecified) | -6.4 | 0.4 | 1.1 | 0.4 | 8.9 | 0.5 | 4.8 | 1.7 | 6.7
O=C(NCCCn1ccnc1)c1cn(-c2ccccc2)nc1-c1ccccc1 | -12.7 | -2.5 | 0.1 | -1.0 | 6.0 | -5.8 | -4.2 | 5.5 | -3.4
CCCc1c(O)nc(SC2CC(=O)N(c3cc(OC)ccc3OC)C2=O)[nH]c1=O (stereo unspecified) | -4.8 | 3.5 | -1.4 | -2.0 | 3.2 | 0.7 | -11.0 | -2.4 | 3.3
Cc1csc(-c2cc(C(=O)NCc3ccc(F)cc3)n[nH]2)c1 | / | / | -0.4 | -0.7 | 3.6 | / | -4.9 | 2.6 | 8.7
Cc1cccc(N2C(=O)NC(=O)/C(=C\c3cnc(-c4ccccc4)nc3)C2=O)c1 | -4.8 | -2.1 | -2.0 | -4.3 | 3.0 | -3.8 | -4.0 | -0.9 | 9.1
Cc1cc(N/C=C/C(=O)c2ccc(Br)cc2)no1 | 1.6 | -1.9 | 0.0 | -1.2 | 30.0 | 3.8 | 3.0 | 0.3 | -2.8
Cc1cccc(C)c1NC(=O)c1cccc2c1C(=O)N(C1CCCCC1)C2 | -1.9 | -2.0 | -6.8 | 1.5 | 1.7 | 4.8 | 4.1 | -2.7 | /
COc1cc(C(=O)Nc2cccc(-c3nc4cc(C)ccc4o3)c2)cc(OC)c1OC | -1.8 | 1.1 | -2.5 | / | 1.5 | -19.3 | 0.6 | -2.5 | -3.4
COc1cccc(CN(C)C(=O)CC[C@H]2O[C@@H](n3ccc(=O)[nH]c3=O)[C@H](O)[C@@H]2O)c1 | / | / | -0.6 | -0.8 | / | / | -27.8 | 1.5 | 6.5
Cc1ccccc1Nc1nc(N)nc(CN2CCN(c3ccccn3)CC2)n1 | -3.2 | -2.2 | 0.1 | -1.6 | 11.6 | -2.5 | -3.2 | -0.6 | 8.5
Cn1cnnc1Sc1ccc(C(=O)OCC(=O)Nc2ccccc2)cc1[N+](=O)[O-] | -14.4 | -2.5 | -3.0 | 2.5 | 2.8 | 8.7 | 1.5 | -1.6 | -17.8
O=C(N/N=C/c1cccc(F)c1)c1csc2c1CCCC2 | -5.0 | -0.7 | -3.8 | 2.3 | -13.6 | 16.1 | 5.8 | -5.8 | 2.6
COc1ccc(/C=N/NC(=O)CN2CCS(=O)(=O)CC2)cc1 | -6.7 | -1.7 | -0.1 | 1.3 | 3.7 | -1.9 | 28.7 | -1.6 | 0.0
Cc1ccc(C)c(N2N=C(C(=O)Nc3ccc(N4CCOCC4)cc3)CCC2=O)c1 | / | / | -2.0 | / | -2.9 | 2.3 | 10.0 | -2.5 | 1.3
NNC(=O)CNC(=O)c1ccccc1F | 4.2 | -1.5 | 1.7 | 3.3 | 9.7 | -18.7 | 0.0 | 2.4 | 5.2
Cc1ccccc1OCc1ccc(C(=O)N2CC(C)OC(C)C2)o1 (stereo unspecified) | 0.2 | 4.6 | 0.0 | 2.0 | -10.6 | -7.4 | -6.1 | 2.0 | 2.8
COc1cccc(CC(NC(C)=O)C(=O)NC2CCN(C(=O)c3ccc(Cl)cc3)CC2)c1 (stereo unspecified) | / | / | -2.9 | -1.4 | -3.0 | 18.7 | -3.9 | 0.7 | 1.9
CNC(=O)CSc1nc2[nH]ncc2c(=O)[nH]1 | -13.2 | -0.7 | -0.5 | / | -1.6 | -0.2 | 0.9 | 6.2 | 0.8
CCCOC(=O)COc1cc(C)cc2oc(=O)c3c(c12)CCC3 | -8.9 | 3.1 | -0.5 | -5.2 | 16.7 | -5.9 | -0.7 | 13.4 | 0.2
CC1CCCN(C(=O)CN(c2ccccc2)S(=O)(=O)c2ccc(F)cc2)C1 (stereo unspecified) | 4.7 | -3.8 | -0.7 | 0.1 | 0.7 | 3.1 | -0.1 | 0.7 | -1.0
CC(C)NS(=O)(=O)c1ccc(CCC(=O)N2CCC(C(N)=O)CC2)cc1 | 0.6 | 5.3 | -0.2 | / | 8.9 | 2.1 | -1.7 | 5.5 | -1.6
CCCCn1c(NC(=O)c2ccccc2)nc2ccccc21 | -5.1 | 0.9 | -3.8 | -1.7 | 16.2 | -7.7 | -12.2 | 6.0 | -8.6
O=C(Cn1cnc2sc(-c3ccccc3)cc2c1=O)NCc1ccccc1 | -45.4 | / | -3.0 | 0.7 | 13.1 | -24.7 | -1.0 | 2.9 | -2.1
Cc1ccc(NC(=O)C(C)OC(=O)c2ccc(Cl)nc2)cc1S(=O)(=O)N1CCOCC1 (stereo unspecified) | -12.6 | 1.7 | -2.4 | 2.6 | 2.8 | 3.3 | 17.2 | 2.5 | -2.9
COC(=O)c1ccc(OC)c(OC2CCCC2)c1 | 4.7 | 1.7 | -1.3 | / | 5.7 | -12.3 | ? | 3.0 | -1.2
CNC(=S)N1CCC(NC(=O)C23CC4CC(CC(C4)C2)C3)CC1 | 0.7 | 1.0 | -2.8 | / | -4.4 | 18.8 | -3.6 | -2.6 | 2.7
CCC(C)NC(=O)c1cn(CC)c2cc(N3CCN(C)CC3)c(F)cc2c1=O (stereo unspecified) | 0.3 | -1.7 | -1.1 | 3.0 | 15.5 | 9.5 | -4.2 | 20.6 | -4.2

Part of the list above, set out differently:
SMILES: CCCCn1c(NC(=O)c2ccccc2)nc2ccccc21
  Rv3671c protease: -5.1 | UGM FP inh: 0.9 | FadD28 FP inh: -3.8 | Mtb BioA inh: -1.7 | GDH-TPI counter: 16.2 | MazEF act: -7.7 | BoNT-F LC inh: -12.2 | FBA Mtb inh: 6.0 | PrPC surface inh: -8.6

SMILES: O=C(Cn1cnc2sc(-c3ccccc3)cc2c1=O)NCc1ccccc1
  Rv3671c protease: -45.4 | UGM FP inh: / | FadD28 FP inh: -3.0 | Mtb BioA inh: 0.7 | GDH-TPI counter: 13.1 | MazEF act: -24.7 | BoNT-F LC inh: -1.0 | FBA Mtb inh: 2.9 | PrPC surface inh: -2.1

SMILES: Cc1ccc(NC(=O)C(C)OC(=O)c2ccc(Cl)nc2)cc1S(=O)(=O)N1CCOCC1 (stereo unspecified)
  Rv3671c protease: -12.6 | UGM FP inh: 1.7 | FadD28 FP inh: -2.4 | Mtb BioA inh: 2.6 | GDH-TPI counter: 2.8 | MazEF act: 3.3 | BoNT-F LC inh: 17.2 | FBA Mtb inh: 2.5 | PrPC surface inh: -2.9

SMILES: COC(=O)c1ccc(OC)c(OC2CCCC2)c1
  Rv3671c protease: 4.7 | UGM FP inh: 1.7 | FadD28 FP inh: -1.3 | Mtb BioA inh: / | GDH-TPI counter: 5.7 | MazEF act: -12.3 | BoNT-F LC inh: ? | FBA Mtb inh: 3.0 | PrPC surface inh: -1.2

From PubChem BioAssay
